Compound activity deposited in PubChem by National Center for Advancing Translational Sciences (NCATS).
IL-2 act: qHTS of IL-2 Activators; IL-2 activation reporter assay, cell-based qHTS; stimulated with anti-CD3/CD4/CD28 beads; in transgenic mouse T cells; activation, % (series mostly up to about 46 µM); actives 0.065% (n = 360,000); AID 652025, 2013; in the data active = activation above about 50%; inconclusive = mostly about 30% to 49%; note: 0% is about no effect
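EGFP and DsRed fluorescence is measured by plate cytometry in unstimulated transgenic mouse T cells exposed to compound for 60 minutes, then stimulated 18 hours at 37 degrees C with anti-CD3/anti-CD4 beads plus anti-CD28.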
PI5P4K alpha inh: qHTS for Inhibitors of phosphatidylinositol 5-phosphate 4-kinase (PI5P4K); Phosphatidylinositol 5-phosphate 4-kinase type-2 alpha (Homo sapiens), P48426; PI5P4Kalpha enzyme, ADP-Glo luminescence, 60 min; hits give low values; max response, %; actives 1.2% (n = 330,000); AID 652105, 2013; active = max response of -50% or lower; inconclusive = between -30% and -50%; inactive = -30% or higher; note: value at the top dose of about 77 µM; % is set by controls: 0 for no effect and ±100 for the full control effect
Target sequence (P48426 whole entry, looked up): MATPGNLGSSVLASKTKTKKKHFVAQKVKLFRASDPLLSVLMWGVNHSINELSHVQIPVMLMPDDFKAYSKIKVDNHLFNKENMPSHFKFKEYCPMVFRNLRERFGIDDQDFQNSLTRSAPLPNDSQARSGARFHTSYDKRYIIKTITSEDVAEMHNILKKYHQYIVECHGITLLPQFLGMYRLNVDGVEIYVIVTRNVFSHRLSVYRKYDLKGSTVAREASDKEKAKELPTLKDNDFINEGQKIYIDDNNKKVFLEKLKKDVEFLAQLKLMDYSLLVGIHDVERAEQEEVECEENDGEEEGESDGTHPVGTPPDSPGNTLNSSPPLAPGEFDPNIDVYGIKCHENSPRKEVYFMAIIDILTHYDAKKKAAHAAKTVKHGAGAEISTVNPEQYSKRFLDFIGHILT
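Human PI5P4Kalpha with substrate in 0.038 M HEPES pH 7.4, 0.28 mM EGTA, 0.1% CHAPS, 5% DMSO; reaction started with 5 microM ATP (final), 60 min at room temperature. ADP formed read by ADP-Glo luminescence.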
WRN inhibitor: qHTS for Inhibitors of WRN Helicase. Bifunctional 3'-5' exonuclease/ATP-dependent helicase WRN (Homo sapiens), Q14191. WRN helicase unwinding, fluorescent forked duplex, kinetic. Potency, µM (titrated, usually from 114 µM), inactives show top-dose activity change, negative = inhibition, hits mostly inhibitors. actives 0.46% (n = 360,000). AID 651768, 2012; note: potency is the fitted concentration of half-maximal effect; % is set by controls: 0 for no effect and ±100 for the full control effect; nearly all actives have a fitted effect of over 55% in size
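Kinetic red-fluorescence monitoring (525/598 nm) tracks WRN helicase activity after 100 nM fluorophore-quencher forked duplex and 2 mM ATP are added to 20 nM enzyme pretreated 15 min at room temperature with compound.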
EPAC1 antag: qHTS for Antagonist of cAMP-regulated guanine nucleotide exchange factor 3 (EPAC1): primary screen; Rap guanine nucleotide exchange factor 3 (Homo sapiens), O95398; EPAC1 GEF assay, Rap1b-BODIPY-GDP exchange fluorescence; Potency, µM (doses to about 115 µM), without a hit: top-dose activity change, negative = inhibition, hits mostly inhibitors; actives 0.14% (n = 360,000); AID 720709, 2013;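 note: potency is the fitted concentration of half-maximal effect; plate controls were vehicle for no effect and positive control for full effect; nearly all actives have a fitted effect of over 50% in size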
Abeta yeast res: qHTS for compounds that reverse cellular toxicity of Amyloid beta (A-beta) peptide in yeast: Primary Screen. yeast expressing A-beta42, growth rescue, OD600, 48 h; response scale: 0% DMSO, 100% iron-clioquinol control. Potency, µM (highest dose often 46.1 µM), for the others: at the top dose growth rescue, hits mostly activators. actives 0.063% (n = 410,000); note: potency is the fitted concentration of half-maximal effect; nearly all actives have a fitted effect of over 55% in size
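Yeast A-beta toxicity model in growth medium with pinned compounds, 48 h at 30 C; growth read as absorbance at 600 nm. Normalized to FeCl3/clioquinol equimolar mix (positive) and DMSO (negative).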
EPAC1 agonist: qHTS for Agonist of cAMP-regulated guanine nucleotide exchange factor 3 (EPAC1): primary screen; EPAC1 agonist qHTS, biochemical assay; response scale: 100% = response to 6.5 mM cAMP; Potency, µM (titrated, usually from 154 µM), for inactives: at the highest dose activation, actives largely listed as activators; Rap guanine nucleotide exchange factor 3 (Homo sapiens), O95398; actives 0.073% (n = 360,000); note: potency is the fitted concentration of half-maximal effect; nearly all actives have a fitted effect of over 60% in size
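Nucleotide exchange assay: 100 nM EPAC1 with 250 nM Rap1B loaded with BODIPY-GDP and 50 uM GDP, room temperature. Fluorescence (480/540 nm) read every 5 min for 30 min; signal change normalized to 6.5 mM cAMP as full agonist.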
PLK1 PBD inh: qHTS for Inhibitors of PLK1-PDB (polo-like kinase 1 - polo-box domain): Primary Screen; Serine/threonine-protein kinase PLK1 (Homo sapiens), P53350; Plk1 PBD binding of FITC phosphopeptide, fluorescence polarization; Potency, µM, for the others: max response, negative = inhibition, actives largely listed as inhibitors; actives 2.8% (n = 360,000); AID 720504, 2013; note: potency is the fitted concentration of half-maximal effect; series mostly up to about 57 µM; % is set by controls: 0 for no effect and ±100 for the full control effect; nearly all actives have a fitted effect of over 65% in size
Target sequence (P53350 whole entry, looked up, the tested form may be a part): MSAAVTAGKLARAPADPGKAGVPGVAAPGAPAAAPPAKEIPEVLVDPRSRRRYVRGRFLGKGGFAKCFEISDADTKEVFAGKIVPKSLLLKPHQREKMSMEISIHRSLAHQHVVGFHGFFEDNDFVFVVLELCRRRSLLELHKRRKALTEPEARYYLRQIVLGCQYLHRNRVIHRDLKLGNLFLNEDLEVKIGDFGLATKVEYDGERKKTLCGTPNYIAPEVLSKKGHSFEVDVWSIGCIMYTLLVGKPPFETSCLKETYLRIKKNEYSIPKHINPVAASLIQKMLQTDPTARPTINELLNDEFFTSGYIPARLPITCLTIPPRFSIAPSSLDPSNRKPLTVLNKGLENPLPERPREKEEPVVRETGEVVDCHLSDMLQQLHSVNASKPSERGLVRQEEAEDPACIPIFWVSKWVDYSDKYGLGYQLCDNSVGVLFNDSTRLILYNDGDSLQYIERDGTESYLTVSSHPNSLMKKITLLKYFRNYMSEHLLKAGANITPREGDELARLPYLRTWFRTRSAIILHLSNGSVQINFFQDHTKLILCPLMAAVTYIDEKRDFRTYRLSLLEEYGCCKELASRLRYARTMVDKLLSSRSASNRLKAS
FUS yeast rescue: qHTS for Suppressors of FUS Proteinopathy: Primary screen using FUS-linked yeast assay. S. cerevisiae FUS-expressing, growth rescue, OD600, 24 h. Potency, µM (highest dose often 76.6 µM), inactives show top-dose growth rescue (activation), hits mostly activators. actives 0.24% (n = 390,000);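 note: potency is the fitted concentration of half-maximal effect; plate controls were DMSO vehicle for no effect and reference control for full effect; nearly all actives have a fitted effect of over 55% in size; some results filed as inactive show a strong effect at the top dose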
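Toxicity suppression screen in FUS-yeast. Cells induced with 2% galactose, starting OD 0.005, treated 24hr at 30C with compounds at multiple final concentrations; growth by OD600.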
Starred values were filed as active, the others as inactive; ? = inconclusive; / = no result given; [ ] = dose if it differs, or a comment. Unless noted, calls come from the whole dose curve; as a rule, active = well fitted curve in the direction sought with a large enough effect; inconclusive = small, poorly fitted or top-dose-only effect, or another doubt; inactive = no such curve, though single readings can be large; an effect the other way counts as inactive or inconclusive.

Screens in order – EPAC1 agonist	FUS yeast rescue	IL-2 act	WRN inhibitor	PI5P4K alpha inh	Abeta yeast res	PLK1 PBD inh	EPAC1 antag
CN(C)S(=O)(=O)N1CCC(Oc2cccc(C(=O)N3CCCCCC3)c2)CC1
 : 3.4%	/	-5.3	-18.5%	-0.6	-10.7%	2.5%	10.5%
COc1nc(-c2ccccc2)nc(C)c1CC(=O)O
 : 7.7%	4.5%	-0.1	1.8%	1.8	0.2%	-14.1%	-15.7%
O=C(O)CCCCCNC(=O)c1cccc(Br)c1
 : 5.1%	13.1%	-1.2	3.2%	/	12.7%	-4.4%	7.6%
C/C(=N\NC(=O)c1ccc(Cl)cc1)c1ccc(Br)s1
 : 7.2%	12.1%	-2.4	1.8%	-4.0	6.1%	-7.9%	-6.2%
CC1(C)Cc2c(C#N)c(OCC(=O)c3ccc(Cl)cc3)nc(-c3ccoc3)c2CO1
 : 1.4%	40.2%	0.7	-4.7%	3.5	-7.5%	-21.0%	-8.6%
COc1ccc(NC(=O)CN(C)S(=O)(=O)c2cccc3cccnc23)cc1
 : -7.0%	-10.6%	-2.1	3.0%	-8.7	2.8%	-7.3%	-5.0%
CCOc1ccc2nc(N(CCCN(C)C)C(=O)c3ccc4c(c3)CCCC4)sc2c1
 : -1.4%	39.3%	-3.2	-7.4%	-0.1	2.4%	-17.0%	-13.2%
CCCNC(=O)c1nc(C)n(-c2cc(Cl)cc(Cl)c2)n1
 : -10.0%	-2.6%	1.8	18.2%	-6.4	-0.4%	-21.6%	-13.0%
Cc1nc(N)sc1-c1csc(Nc2ccc(Cl)cn2)n1
 : 6.5%	?	4.6	-16.0%	/	-7.5%	?	12.4%
COc1ccc(NC(=O)COc2ccccc2C(N)=O)cc1S(=O)(=O)N1CCCCC1
 : 10.2%	-3.5%	1.2	-5.9%	1.6	7.0%	4.3%	9.1%
C/C(CC(=O)Nc1ccc(Cl)cc1C(F)(F)F)=N\NC(N)=S
 : -1.4%	13.6%	-3.0	-0.6%	-8.2	-13.8%	-13.0%	5.5%
CC(=O)Nc1cccc(NC(=O)CSc2nc3ccccc3o2)c1
 : -1.4%	/	-6.2	3.9%	-3.4	-2.5%	4.6%	-7.8%
Cc1ccc2nc(-c3ccc(N4C(=O)CC(N5CCN(CCO)CC5)C4=O)cc3)sc2c1 (stereo not given)
 : -7.4%	/	-0.7	3.0%	1.1	-21.4%	-2.6%	7.7%
O=S(=O)(NC1CCCCC1)c1ccc(Br)s1
 : 0.2%	44.9%	0.1	16.8%	-3.3	-0.4%	-5.5%	15.6%
CC(OC(=O)Cn1[nH]c(=O)c2ccccc2c1=O)C(=O)Nc1ccc(Cl)cn1 (stereo not given)
 : -7.0%	12.0%	-0.7	3.1%	-1.9	14.4%	3.2%	18.2%
O=C(CSc1nc(=O)n(CCCN2CCOCC2)c2c1CCCC2)Nc1ccccc1Cl
 : -12.1%	12.1%	0.9	-3.7%	0.8	-14.4%	-2.2%	-6.8%
COC(=O)c1ccc(N2CCN(C)CC2)c(NC(=O)c2cc3ccccc3o2)c1
 : 2.2%	22.8%	-0.9	3.0%	/	-1.1%	-6.6%	-3.5%
COc1ccc(S(N)(=O)=O)cc1C(=O)NCCCN1CCN(c2ccccc2OC)CC1
 : 9.3%	/	-4.1	-7.7%	-2.7	9.4%	-1.7%	-22.0%
CC(Sc1nccn1C)C(=O)Nc1ccc(C(N)=O)cc1 (stereo not given)
 : 25.9%	-3.3%	-0.3	-0.5%	-3.4	-0.7%	-0.1%	-7.0%
CCOC(=O)c1cn2nc(SCc3ccccc3)nc2nc1C
 : 0.3%	7.4%	2.6	-12.5%	-6.6	12.8%	-0.2%	-6.6%
CC(C)NC(=O)C1(C)CCN1CCC(=O)c1ccccc1 (stereo not given)
 : 14.7%	-10.9%	-0.8	3.8%	-3.6	-6.0%	-15.4%	7.6%
O=C(Nc1nc2ccc(Cl)cc2s1)C1CCCO1 (stereo not given)
 : -5.7%	-2.3%	0.1	0.1%	6.5	19.6%	-27.1%	5.3%
COC(=O)c1ccc(/C=N/n2c(C)nc3ccccc3c2=O)cc1
 : -0.8%	-29.6%	-0.7	-2.7%	-12.4	-0.8%	-6.2%	-16.7%
CCCCn1c(N)c(N(CCOC)C(=O)COC(=O)COc2cc(C)c(Cl)cc2C(C)C)c(=O)[nH]c1=O
 : 11.0%	?	0.6	-1.9%	10.4	15.1%	-0.5%	-19.3%
COc1ccc(N2CCN(C(=O)CNC(=O)c3ccc(Br)o3)CC2)cc1
 : ?	?	4.0	1.2%	1.7	-6.5%	-1.8%	-23.0%
CC(NC(=O)C1CC1)C(c1cccs1)N1CCOCC1 (stereo not given)
 : 1.7%	15.5%	-2.0	-11.7%	-1.4	-7.3%	-21.0%	-19.4%
CC(=O)c1ccccc1NC(=O)c1ccc2c(c1)NC(=O)C(C)S2 (stereo not given)
 : 20.8%	29.7%	-3.6	0.0%	-3.6	-2.9%	-8.2%	-8.9%
COC(=O)c1c(NC(=O)C2CC(=O)NN2Cc2ccccc2)sc(C)c1C (stereo not given)
 : 6.3%	30.6%	-0.3	1.6%	0.7	10.5%	-9.4%	1.0%
O=C(COc1ccccc1O)N1CCN(C(=O)c2ccco2)CC1
 : 1.3%	0.2%	0.0	-5.8%	1.0	-0.1%	4.5%	-1.3%
CCC(=O)Oc1ccc(-c2nc(-c3cccnc3)no2)cc1
 : 2.9%	19.1%	-1.4	5.8%	/	-55.8%[inhibitor]	-10.1%	-4.8%
COC(=O)[C@@]12CCCN1[C@H](c1ccc(-c3ccc(C(C)=O)cc3)c(OC)c1)[C@H]1C(=O)N(C)C(=O)[C@H]12
 : 0.6%	22.1%	-1.0	0.0%	-0.6	2.4%	-8.6%	0.6%
O=c1c2ccccc2c(C=NCCc2ccccc2)c(O)n1Cc1ccccc1
 : 13.9%	8.8%	-1.5	-32.1%[57.1 µM]	5.7	27.3%	-3.4%	-7.6%
O=C(NC1CCN(S(=O)(=O)c2cccc(F)c2)CC1)c1cccc(F)c1
 : -5.6%	-19.3%	0.6	7.3%	2.5	-10.0%	6.1%	-8.4%
COc1ccc(Cc2c(C3CCCCC3)nc3c(C)cc(Br)cn23)c(C)c1
 : 16.3%	15.6%	-0.5	-7.5%	-6.3	24.1%	?	-7.1%
COc1ccc2oc(C(=O)NCCc3ccccc3)c(C)c2c1
 : 10.8%	22.8%	-4.6	-27.4%	-20.0	1.0%	-0.4%	-27.3%
CCOC(=O)c1ccc2[nH]c(C)cc(=O)c2c1
 : 0.7%	30.5%	0.3	0.9%	2.7	-9.0%	-9.0%	6.8%
CCN(CC)C(=O)C1=C(C)N(Cc2ccccc2)C(=O)C(CC(=O)NCc2cccc3ccccc23)C1 (stereo not given)
 : -4.9%	34.1%	-1.1	1.0%	-8.0	-5.6%	-2.8%	4.2%
Cc1ccc(-c2ccc(CCC(=O)O)n2CC2CCCO2)cc1 (stereo not given)
 : -5.6%	24.6%	1.2	-4.3%	/	13.2%	-8.6%	15.6%
O=C1c2cccnc2C(=O)N1CO
 : 4.9%	-29.8%	-0.5	-5.8%	-4.1	7.7%	1.5%	-7.2%
CCN(CC)C(=O)CC(c1ccc2c(c1)OCO2)c1c(OC)cc(OC)c2ccc(=O)oc12 (stereo not given)
 : -11.1%	17.9%	-0.6	-1.0%	-5.7	3.7%	-6.6%	-16.9%

Ordered by length of the SMILES (low to high): part of the list above
Screens in order – EPAC1 agonist	FUS yeast rescue	IL-2 act	WRN inhibitor	PI5P4K alpha inh	Abeta yeast res	PLK1 PBD inh	EPAC1 antag
COc1nc(-c2ccccc2)nc(C)c1CC(=O)O
 : 7.7%	4.5%	-0.1	1.8%	1.8	0.2%	-14.1%	-15.7%
CCC(=O)Oc1ccc(-c2nc(-c3cccnc3)no2)cc1
 : 2.9%	19.1%	-1.4	5.8%	/	-55.8%[inhibitor]	-10.1%	-4.8%
CCCNC(=O)c1nc(C)n(-c2cc(Cl)cc(Cl)c2)n1
 : -10.0%	-2.6%	1.8	18.2%	-6.4	-0.4%	-21.6%	-13.0%

Next section
Screens in order – EPAC1 agonist	FUS yeast rescue	IL-2 act	WRN inhibitor	PI5P4K alpha inh	Abeta yeast res	PLK1 PBD inh	EPAC1 antag
CC(C)n1c(S(=O)(=O)O)nc2ccccc21
 : -2.0%	15.0%	-1.0	-10.2%	2.4	-8.1%	-0.4%	-0.1%
CN(C)C(CNC(=O)CNC(=O)c1ccc2ccccc2c1)c1ccccc1 (stereo not given)
 : 8.5%	19.1%	0.6	7.3%	-0.4	5.1%	-3.0%	8.2%
COC(=O)C1=C(Cn2cnc3ccccc32)NC(=O)NC1c1cc(C)ccc1C (stereo not given)
 : -0.5%	21.1%	-2.3	-3.3%	4.5	8.0%	-19.2%	-27.6%
Cc1c(C(=O)CN2CCCC(C)(C)C2)c2ccccc2n1C
 : 13.7%	-16.8%	-0.1	-3.0%	4.5	-13.6%	-18.7%	6.4%
CC1CCN(c2nc3ccccn3c(=O)c2C=O)CC1
 : -10.1%	-39.3%	0.7	3.8%	5.9	-10.3%	4.7%	9.7%
COc1ccccc1-c1cc(NC(C)=O)c2ncc(-c3ccccc3)n2c1
 : 7.5%	8.1%	-0.7	-17.7%	-19.7	-13.9%	-7.2%	7.9%
CCCCn1c(N)c(N(CCC(C)C)C(=O)c2ccc3c(c2)OCCO3)c(=O)[nH]c1=O
 : 20.5%	25.9%	0.0	-3.8%	-4.2	-12.1%	-5.7%	-2.8%
COc1ccc(Cc2nnc(SCC(=O)N3CCCC3)o2)cc1
 : 5.8%	-11.7%	0.5	-1.8%	1.7	-1.6%	-23.4%	13.1%
